CCHF vOTU inh = CCHFV vOTU protease inhibition; Pep-AMC fluorescence; inhibition, % at 11.5 µM; 370,000 tested, 0.55% active; in the data active = inhibition above about 30%; note: 0% = vehicle wells with enzyme and 100% = no enzyme wells
BoNT A protease = inhibitors of Botulinum neurotoxin A light chain protease | multiplex microsphere protease substrate cleavage, flow cytometry | inhibition, % at 10 µM | 360,000 tested, 0.17% active; note: plate controls were buffer without enzyme for full effect and enzyme alone for no effect
PfHsp40 yeast = rescue of PfHsp40-mediated yeast toxicity; S. cerevisiae expressing PfHsp40, growth rescue, ATP luminescence; AID 504582; 340,000 tested, 0.68% active; growth rescue, % at 12.5 µM; in the data active = growth rescue above about 28%, passing the limit was not always enough; inconclusive = no clear call, values can overlap the other calls;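 note: yeast W303a lacking pdr1 and pdr3 grown in galactose medium; growth measured after three days at 30 °C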
FadD28 FP inh = blocks FadD28 binding to the bisubstrate probe. fluorescence polarization. inhibition, % at 12.5 µM. 360,000 tested, 0.22% active. AID 588549; in the data active = inhibition above about 8.5%, passing the limit was not always enough; inconclusive = no clear call, values can overlap the other calls
Y pestis TopoI = inhibitors of Yersinia pestis topoisomerase I; Y. pestis Topo-I cleavage product accumulation, plate reader; AID 504884; 360,000 tested, 0.064% active; activity, % at 10 µM; in the data active = activity above about 50%, passing the limit was not always enough; inconclusive = no clear call, values can overlap the other calls; note: inactives centre near 2
Anthrax LF inh2 = blocks Bacillus anthracis lethal factor protease; multiplex microsphere protease cleavage assay, LF; inhibition, % at 10 µM; 360,000 tested, 0.12% active; P15917; AID 588501; note: plate controls were buffer without enzyme for full effect and enzyme alone for no effect
PrPC TRFRET = reduces human prion protein on the cell surface. 370,000 tested, 0.43% active. cell surface PrPC, TR-FRET read-out. AID 720596. inhibition, % at 13.8 µM; in the data active = inhibition above about 24%; note: 0% = median of the test wells and 100% = reference compound wells
BoNT F protease = BoNT F light chain protease inhibition. Multiplex microsphere protease cleavage assay, flow cytometry. inhibition, % at 10 µM. 360,000 tested, 0.22% active; in the data active = inhibition above about 35%, passing the limit was not always enough; inconclusive = no clear call, values can overlap the other calls; note: plate controls were buffer without enzyme for full effect and enzyme alone for no effect
TcdB inh = TcdB glycohydrolase inhibition; P18177; inhibition, % at 9.99 µM; TcdB glycohydrolase enzymatic assay, plate reader; 350,000 tested, 0.24% active; in the data active = inhibition above about 10%
Target sequence (P18177 whole entry, looked up): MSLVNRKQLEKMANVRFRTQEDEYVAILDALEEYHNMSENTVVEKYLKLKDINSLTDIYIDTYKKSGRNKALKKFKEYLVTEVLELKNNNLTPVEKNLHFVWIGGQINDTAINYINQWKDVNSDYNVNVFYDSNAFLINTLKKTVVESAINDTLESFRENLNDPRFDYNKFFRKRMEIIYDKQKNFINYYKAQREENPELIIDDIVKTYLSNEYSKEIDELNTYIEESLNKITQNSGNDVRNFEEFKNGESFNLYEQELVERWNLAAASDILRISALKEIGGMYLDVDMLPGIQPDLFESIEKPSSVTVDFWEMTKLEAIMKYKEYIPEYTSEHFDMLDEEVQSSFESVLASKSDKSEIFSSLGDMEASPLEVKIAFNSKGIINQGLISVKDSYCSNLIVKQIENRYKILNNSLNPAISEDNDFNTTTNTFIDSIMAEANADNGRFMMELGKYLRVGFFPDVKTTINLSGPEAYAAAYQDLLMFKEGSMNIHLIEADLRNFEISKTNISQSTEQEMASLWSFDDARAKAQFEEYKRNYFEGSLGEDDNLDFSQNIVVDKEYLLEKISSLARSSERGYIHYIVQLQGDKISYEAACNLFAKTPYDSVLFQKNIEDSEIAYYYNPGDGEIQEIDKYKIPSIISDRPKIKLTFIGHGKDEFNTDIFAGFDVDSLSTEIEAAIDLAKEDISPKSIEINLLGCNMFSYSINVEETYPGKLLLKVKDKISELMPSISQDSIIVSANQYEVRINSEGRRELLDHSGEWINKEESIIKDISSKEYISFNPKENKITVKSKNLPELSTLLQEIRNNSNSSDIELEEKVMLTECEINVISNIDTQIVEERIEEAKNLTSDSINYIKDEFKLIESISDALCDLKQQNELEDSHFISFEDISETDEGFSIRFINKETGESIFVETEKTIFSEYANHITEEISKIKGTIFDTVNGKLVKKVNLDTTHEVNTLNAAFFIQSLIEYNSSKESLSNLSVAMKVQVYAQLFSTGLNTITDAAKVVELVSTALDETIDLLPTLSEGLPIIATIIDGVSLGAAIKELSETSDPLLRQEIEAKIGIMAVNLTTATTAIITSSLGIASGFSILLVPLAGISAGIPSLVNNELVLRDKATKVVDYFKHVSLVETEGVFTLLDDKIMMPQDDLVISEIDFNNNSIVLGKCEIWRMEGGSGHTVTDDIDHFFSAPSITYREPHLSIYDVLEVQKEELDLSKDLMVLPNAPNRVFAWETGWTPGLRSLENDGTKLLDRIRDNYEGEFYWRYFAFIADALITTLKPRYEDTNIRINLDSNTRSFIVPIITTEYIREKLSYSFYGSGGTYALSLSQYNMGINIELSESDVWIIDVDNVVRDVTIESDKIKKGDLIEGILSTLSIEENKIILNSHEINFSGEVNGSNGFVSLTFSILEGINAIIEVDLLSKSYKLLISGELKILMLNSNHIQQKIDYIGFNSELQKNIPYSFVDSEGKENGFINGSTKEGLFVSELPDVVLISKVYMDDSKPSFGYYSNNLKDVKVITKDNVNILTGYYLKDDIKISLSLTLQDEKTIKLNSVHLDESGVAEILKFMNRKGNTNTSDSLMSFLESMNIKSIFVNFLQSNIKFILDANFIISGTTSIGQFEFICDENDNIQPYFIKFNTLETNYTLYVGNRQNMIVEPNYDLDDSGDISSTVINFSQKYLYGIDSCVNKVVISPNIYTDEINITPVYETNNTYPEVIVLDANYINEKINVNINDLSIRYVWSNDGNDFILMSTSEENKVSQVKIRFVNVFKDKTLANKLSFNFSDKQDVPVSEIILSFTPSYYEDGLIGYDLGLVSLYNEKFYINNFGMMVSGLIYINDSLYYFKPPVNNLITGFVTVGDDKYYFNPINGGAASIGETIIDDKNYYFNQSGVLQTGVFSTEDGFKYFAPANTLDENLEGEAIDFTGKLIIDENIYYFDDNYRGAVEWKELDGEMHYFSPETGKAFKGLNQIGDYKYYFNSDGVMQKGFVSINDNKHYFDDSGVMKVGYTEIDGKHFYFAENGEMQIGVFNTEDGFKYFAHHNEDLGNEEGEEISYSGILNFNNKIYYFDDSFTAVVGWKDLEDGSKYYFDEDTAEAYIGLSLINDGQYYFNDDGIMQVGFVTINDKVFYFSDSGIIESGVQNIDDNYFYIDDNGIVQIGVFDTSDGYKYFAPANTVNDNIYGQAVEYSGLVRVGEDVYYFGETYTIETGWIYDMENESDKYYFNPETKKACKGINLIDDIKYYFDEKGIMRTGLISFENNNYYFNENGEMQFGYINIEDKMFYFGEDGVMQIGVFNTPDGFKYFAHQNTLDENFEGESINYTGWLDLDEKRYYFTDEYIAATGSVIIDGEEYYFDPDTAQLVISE
Starred values were filed as active, the others as inactive; ? = inconclusive; nt = no result given. Cut-off read from the data, not from the text of the source, unless noted: active = inhibition above about 30%; inconclusive = no clear call, values can overlap the other calls; inactive = below that. The order is random. Share with any hit: about 2.3%.

Each structure is followed by: CCHF vOTU inh, BoNT A protease, PfHsp40 yeast, FadD28 FP inh, Y pestis TopoI, Anthrax LF inh2, PrPC TRFRET, BoNT F protease, TcdB inh
O=C(c1cc(-c2cccc(Cl)c2)nc2ccccc12)N1CCCC1
  -1, 1.1, -1.9, -4.7, 12, -2, 3, -2, 0.9
Cc1cccc(OC(=O)CCN2C(=O)C3C4C=CC(C5CC45)C3C2=O)c1C (configuration not stated)
  11, 0.6, 0.3, -2.0, 11, 1, -2, -7, 0.6
O=[N+]([O-])c1ccc(S(=O)(=O)Nc2ccc(S(=O)(=O)N3CCCC3)cc2)cc1
  0, 0.4, 0.2, -5.5, 3, 0, -20, -1, 1.1
O=C(Cc1c(F)cccc1Cl)NC1CCN(Cc2ccccc2)CC1
  1, -6.9, -0.3, ?, 3, -1, -9, -11, 0.8
Cc1c(C(=O)OC(C)C)[nH]c2c1C(=O)CC(C)(C)C2
  -5, -5.3, 0.5, -0.2, -3, -12, 3, -42, 1.4
COC(=O)c1c(NC(=O)CSc2nnnn2-c2ccccc2)sc2c1CCC(C(C)(C)C)C2 (configuration not stated)
  1, -2.2, -0.1, -2.0, -6, -2, -2, -1, nt
Cc1cc(C[n+]2cc(Cl)ccc2N)c2ncccc2c1
  -12, -1.0, 1.3, nt, -9, -3, -3, 0, 1.0
CC(OC(=O)c1ccccc1NCCO)C(=O)Nc1ccc(S(=O)(=O)N2CCOCC2)cc1 (configuration not stated)
  -73, -5.9, 0.6, -0.8, 14, -2, 1, -9, 1.3
Cc1[nH]c2ccccc2c1C(=O)CN1CCC(C)CC1
  3, 1.2, -1.1, -4.1, -5, 1, -4, 4, nt
Cc1ccc(OCC(=O)Nc2ccc3c(c2)OCO3)c([N+](=O)[O-])n1
  2, -0.5, -0.1, -3.2, -9, 0, -5, -2, 1.0
COc1ccccc1C(=O)N(CN1CCCC1=O)c1cccc(Cl)c1
  -4, 0.7, 1.3, -1.5, 7, -2, -4, 2, nt
CC1CCc2cc(F)cc3c(O)c(C(=O)NCc4ccco4)c(=O)n1c23 (configuration not stated)
  11, 0.5, 0.8, -3.0, -1, 1, 13, 10, nt
CC1(C)Cc2c(cnn2-c2cccc(F)c2)C(NC(=O)CSc2ccccn2)C1 (configuration not stated)
  -6, -0.2, -1.1, 0.3, -2, 3, 3, 0, -0.6
CSc1ccccc1NC(=O)c1cc(Cl)sc1Cl
  4, -1.1, 2.6, -5.8, 16, -11, -2, -10, 1.0
Cc1ccccc1OCC(=O)NCC(C)(C)N1CCOCC1
  -8, -0.3, -0.4, -3.3, 8, 3, -2, 0, 3.3
CC(C)CSc1nc2c(c(=O)[nH]c(=O)n2C)n1CC(O)COc1cccc2ccccc12 (configuration not stated)
  1, 0.4, 0.2, 0.3, 16, 5, 0, 11, nt
Cc1cc(C(=O)NNS(=O)(=O)c2ccc(C(C)(C)C)cc2)nn1C(C)(C)C
  14, -1.2, 0.7, -3.2, 15, -7, -10, -13, 0.3
O=C1C=C(Nc2ccccc2C(=O)O)c2ccccc2C1=O
  72*, 1.2, 9.1, ?, -10, -2, -30, -6, -1.0
CCOc1ccc(NS(=O)(=O)c2cc(C(=O)NCCN3CCOCC3)ccc2C)cc1
  -18, -0.4, -0.3, -1.0, 1, 1, 5, -2, 2.2
Cc1cccc2cc(C#N)c(SCC(=O)N3CCC(C)CC3)nc12
  12, 1.8, -0.1, -3.2, 25, 3, 4, -13, nt
C=CCN(c1ccc(C(=O)Nc2ccc(NC(C)=O)cc2)cc1)S(C)(=O)=O
  8, -0.2, -0.7, -0.6, 2, 0, 1, -4, 0.6
CS(=O)(=O)N1N=C(c2ccco2)CC1c1ccc(Br)cc1 (configuration not stated)
  22, 0.6, 0.1, -2.8, -7, 0, -2, -1, 1.3
COc1ccc(OCC(=O)N/N=C2\CCCc3ccccc32)cc1
  15, -1.1, 0.7, -1.4, 19, 2, 10, -19, -3.0
COc1ccc(N2CC(C(=O)NCCC3=CCCCC3)CC2=O)cc1 (configuration not stated)
  5, 0.1, -0.4, -0.8, 8, -3, 0, 11, nt
O=Cc1c(NCc2ccccc2)c2ccccc2[nH]c1=O
  -3, 2.5, -0.4, 0.1, 0, 11, 7, 15, 0.8
NC(=O)c1ccc(NC(=O)COC(=O)c2ccc(Br)c(S(=O)(=O)N3CCOCC3)c2)cc1
  4, -36, -0.3, -0.8, -1, -11, 1, -55, -0.9
CCOC(=O)c1cnc2c(C)c(C)ccc2c1NCCN1CCOCC1
  -6, 4.4, 1.7, -1.0, 4, -3, 8, 11, 1.2
CCOc1cccc(OCCOCCN2CCCC2)c1
  -7, 0.1, -0.6, -1.3, -6, -2, -3, -3, nt
O=C(NNC(=O)c1ccc(SCC2CCCO2)c([N+](=O)[O-])c1)c1ccc(F)cc1 (configuration not stated)
  -5, -0.3, -1.2, -1.8, 3, -1, -31, -3, nt
COC(=O)CCCn1c(C)cc(C(=O)CCl)c1C
  0, 0.1, -0.6, -0.4, 10, -4, -4, 2, 1.1

An excerpt from further up:
Each structure is followed by: CCHF vOTU inh, BoNT A protease, PfHsp40 yeast, FadD28 FP inh, Y pestis TopoI, Anthrax LF inh2, PrPC TRFRET, BoNT F protease, TcdB inh
O=C(c1cc(-c2cccc(Cl)c2)nc2ccccc12)N1CCCC1
  -1, 1.1, -1.9, -4.7, 12, -2, 3, -2, 0.9
Cc1cccc(OC(=O)CCN2C(=O)C3C4C=CC(C5CC45)C3C2=O)c1C (configuration not stated)
  11, 0.6, 0.3, -2.0, 11, 1, -2, -7, 0.6

Full records as entered above. Order of values: CCHF vOTU inh | BoNT A protease | PfHsp40 yeast | FadD28 FP inh | Y pestis TopoI | Anthrax LF inh2 | PrPC TRFRET | BoNT F protease | TcdB inh
Cc1ccc(OCC(=O)Nc2ccc3c(c2)OCO3)c([N+](=O)[O-])n1 across the screens: 2 | -0.5 | -0.1 | -3.2 | -9 | 0 | -5 | -2 | 1.0
C=CCN(c1ccc(C(=O)Nc2ccc(NC(C)=O)cc2)cc1)S(C)(=O)=O across the screens: 8 | -0.2 | -0.7 | -0.6 | 2 | 0 | 1 | -4 | 0.6

Following part.
Each structure is followed by: CCHF vOTU inh, BoNT A protease, PfHsp40 yeast, FadD28 FP inh, Y pestis TopoI, Anthrax LF inh2, PrPC TRFRET, BoNT F protease, TcdB inh
COc1cc(/C=C/C(=O)OCC(=O)c2ccccc2)cc(OC)c1OC
  6, nt, 1.1, 1.9, 16, nt, -7, nt, 1.1
COC(=O)c1cccc(Oc2cccc(Cl)n2)c1
  -6, 1.6, -0.7, 0.4, 6, -1, 2, -3, 0.9
Cc1noc(C)c1COc1ccccc1C(=O)N1CCN(S(=O)(=O)c2cccc(Cl)c2)CC1
  2, -1.5, 0.5, -0.1, 13, -10, -10, -3, 2.2
COc1ccc(-c2nc3c4ccccc4ccn3c2Cc2cccc(Cl)c2)cc1OC
  1, 0.2, nt, 0.8, nt, 0, -4, 14, 0.0
N#Cc1ccccc1CSc1nnc(Cc2ccccc2)o1
  11, 0.8, 1.2, -2.7, 11, -3, -3, 1, -1.6
COc1cnc(-c2ccccn2)[nH]c1=O
  -13, -2.1, -2.0, 0.3, 5, 0, -3, -9, 1.2
COc1ccccc1CNC(=O)C1CCCN(S(=O)(=O)c2cccc3nonc23)C1 (configuration not stated)
  5, 0.4, -1.4, -1.1, 6, 0, -36, 2, 0.8
O=C1C(Nc2ccccc2)=C(N2CCCCC2)C(=O)c2ccccc21
  101*, 0.5, -0.3, -0.2, -12, -3, -16, 0, nt
CCOC(=O)C1(CCc2ccccc2)CCN(Cc2c(O)cccc2OC)CC1
  9, -1.3, 0.2, -0.1, 3, 4, 6, -13, 7.5
O=C(c1cnc2ccccn2c1=O)N1CCc2ccccc21
  19, ?, -0.7, -0.4, 5, 1, 3, 15, 0.9
CC1CN(c2nc(N(C)c3ccccc3)nc(N)c2[N+](=O)[O-])CC(C)O1 (configuration not stated)
  15, 1.5, 1.2, -2.7, 6, -2, 3, 8, -1.4
C#CCOCCOCCOCCNc1nc(N2CCN(C(=O)[C@H]([C@@H](C)CC)n3cc(CCCCN)nn3)CC2)nc(N2CCN(C(=O)[C@H](C)n3cc(CCCN=C(N)N)nn3)CC2)n1
  -3, -0.1, 0.3, -0.7, -9, -4, -1, -5, 1.3
Cc1cn(CC(C)C)c(=O)n(-c2ccccc2)c1=O
  -2, 0.3, -2.2, -4.1, 7, 2, -10, 4, 0.4
Cc1ccc(NC(=O)c2cn(CCC#N)nc2-c2cccs2)c([N+](=O)[O-])c1
  -8, -1.4, 0.8, -6.0, 0, -4, -2, -8, 0.4
Cc1ccc(S(=O)(=O)Nc2cc(C(C)C)c(O)cc2C)cc1
  -5, -1.5, -0.1, 5.0, -6, 1, 5, -5, nt
COc1cccc(COCCN2CCN(S(=O)(=O)c3ccc(C)cc3)CCC2=O)c1
  20, -0.8, 1.8, -2.8, 42, 3, 5, -6, -4.8
CCOC(=O)C1CCCN(C(=O)c2ccccc2NS(=O)(=O)c2ccc(F)cc2)C1 (configuration not stated)
  7, -0.4, 0.2, 0.4, 1, -9, 8, -6, 0.6
Cc1cccc(N2CCN(C(=O)C3CCCN(S(=O)(=O)c4c(C)noc4C)C3)CC2)c1C (configuration not stated)
  2, 0.4, 2.0, 1.0, 30, 4, 3, 1, 0.3
Cc1c2cnn(CC(=O)NCCCN3CCCCC3C)c(=O)c2c(C)n1Cc1ccccc1 (configuration not stated)
  -12, 0.8, 0.5, -0.2, 6, -24, -2, -18, 1.5
COc1ccc(N2CCN(C(=O)c3ccc(OCc4c(C)noc4C)c(OC)c3)CC2)cc1
  8, -0.3, -0.8, -0.1, 35, -2, -4, -4, nt
Cc1ccc(-c2nn(CCC(=O)Nc3cccnc3)c(=O)c3ccccc23)cc1
  -3, nt, nt, -2.1, 0, nt, 1, nt, 1.1
Cc1nc(C(=O)O)sc1C1(C)CC(c2cccc([N+](=O)[O-])c2)=NO1 (configuration not stated)
  -7, -0.8, -0.5, 0.5, -2, -4, -17, -5, 0.2
Cc1cccc(NC(=O)CSc2nnc(CNC(=O)c3ccco3)o2)c1C
  11, -0.3, 0.1, 2.4, 2, -2, -8, 0, 1.3
O=C(Nc1cccc(S(=O)(=O)N2CCOCC2)c1)c1ccco1
  -2, 1.9, -0.2, 0.4, 5, -8, -2, 5, nt
COc1ccc(N(CC(=O)N2CCCCC2)S(=O)(=O)c2ccccc2)c(OC)c1
  1, -1.2, -0.3, -0.4, 5, 0, 4, -4, 1.9
COc1cc(OC)cc(C(=O)OCC(=O)N2CCCC2)c1
  4, 1.6, -1.7, 1.3, 0, 0, -6, 8, 2.2
Cc1ccc(CS(=O)(=O)Cc2ccc(C(=O)N3CCC4(CC3)OCCO4)o2)cc1
  -3, 0.1, -0.7, -1.6, 6, 4, -1, -2, 0.9
COC(=O)c1ccc(NC(=O)COC(=O)C2CCC2)cc1
  -11, -4.1, -0.1, -1.8, 21, -7, 6, -11, -0.3
O=C(NCC1CC1)c1cc2c(c(-c3cccc(-c4ccccc4F)c3)n1)[C@@H](CCO)N(C(=O)CC1CC1)C2
  15, 0.5, nt, nt, nt, 0, 15, -10, 0.3
Cc1cc(C)n(C(=O)CCC2COc3ccccc3O2)n1 (configuration not stated)
  -4, 0.7, -0.8, -1.6, -8, 2, -3, -13, nt
CCn1c(O)c(/C=N/NC(=O)c2ccccc2)c(=O)[nH]c1=S
  -7, -1.2, 0.1, -3.2, -4, -3, 7, -10, 0.2
COc1cc(C(=O)N/N=C/c2ccc(OC(=O)c3ccccc3Cl)c(OC)c2)ccc1O
  nt, 0.9, 1.7, -22, 13, 1, nt, 1, nt

Two entries drawn at random from those above, as already listed:
Each structure is followed by: CCHF vOTU inh, BoNT A protease, PfHsp40 yeast, FadD28 FP inh, Y pestis TopoI, Anthrax LF inh2, PrPC TRFRET, BoNT F protease, TcdB inh
COc1cccc(COCCN2CCN(S(=O)(=O)c3ccc(C)cc3)CCC2=O)c1
  20, -0.8, 1.8, -2.8, 42, 3, 5, -6, -4.8
COC(=O)c1cccc(Oc2cccc(Cl)n2)c1
  -6, 1.6, -0.7, 0.4, 6, -1, 2, -3, 0.9

Assay outcomes deposited in PubChem by several laboratories.
